CHO parental Ca = counter-screen for OX1R antagonists: effect in parental CHO cells | parental CHO-K1, ATP-induced calcium, Fluo-8 fluorescence | inhibition, % at 5.6 µM | 330,000 compounds, 0.63% hits;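 active means inhibition above that plate's mean sample inhibition plus 3 SD, cut at about 26% in these data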;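 further: 0% = ATP-challenged DMSO wells and 100% = DMSO wells without ATP; some compounds past the cut are filed as inactive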
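Assay system: parental CHO cells; Read-out basis: percent inhibition of ATP-evoked calcium rise, normalized to controls; Benchmarks: ATP and no-ATP DMSO wells; Compound dosing: single nominal dose of 5.6 µM per compound; Signal: Fluo-8 calcium dye fluorescence; Also added: ATP as calcium-mobilizing challenge; Repeats: singlicate.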
TAAR1 antagonist = antagonists of human TAAR1; Q96RJ0; CHO RD-HGA16 TAAR1, Fluo-8 calcium fluorescence, antagonist; inhibition, % at 3 µM; 360,000 compounds, 1.5% hits;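 active means inhibition above a per-plate cutoff, the mean inhibition of test compounds on that plate plus 3 SD, cut at about 49% in these data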;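 further: 0% = DMSO plus EC80 beta-PEA response and 100% = DMSO alone without agonist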
Target sequence (Q96RJ0 whole entry, looked up): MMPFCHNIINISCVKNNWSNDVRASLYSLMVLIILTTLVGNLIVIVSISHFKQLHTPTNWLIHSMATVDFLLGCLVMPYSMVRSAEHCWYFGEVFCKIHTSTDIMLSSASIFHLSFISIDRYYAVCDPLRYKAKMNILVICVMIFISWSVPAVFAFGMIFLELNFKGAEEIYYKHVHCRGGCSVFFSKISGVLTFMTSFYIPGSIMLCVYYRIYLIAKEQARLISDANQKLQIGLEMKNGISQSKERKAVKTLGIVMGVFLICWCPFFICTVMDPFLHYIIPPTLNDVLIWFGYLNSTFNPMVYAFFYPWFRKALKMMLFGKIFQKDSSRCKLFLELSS
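Test system: CHO RD-HGA16 cells bearing hTAAR1 | Reagent: β-PEA, EC80 | Compound dosing: 3 µM, single point | Schedule: Dye loading 75 min at 37 °C, then 30 min room temperature | Signal: Calcium fluorescence with Fluo-8 | Evaluation: Percent inhibition of PEA-evoked calcium signal, max/basal emission ratio | Control set: DMSO-only wells and EC80 β-PEA-stimulated wells | Repeats: Singlicate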
M1 ag = agonists of human M1 muscarinic receptor. P11229. CHO-K1 hM1, Fluo-8 calcium fluorescence, agonist mode; 0% DMSO, 100% acetylcholine EC100. activation, % at 3 µM. 360,000 compounds, 0.33% hits. AID 588814;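 active means activation above the run's mean compound activation plus 3 SD, cut at about 16% in these data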;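 further: peak over basal fluorescence ratio within a 140 s kinetic read after compound addition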
Target sequence (P11229 whole entry, looked up): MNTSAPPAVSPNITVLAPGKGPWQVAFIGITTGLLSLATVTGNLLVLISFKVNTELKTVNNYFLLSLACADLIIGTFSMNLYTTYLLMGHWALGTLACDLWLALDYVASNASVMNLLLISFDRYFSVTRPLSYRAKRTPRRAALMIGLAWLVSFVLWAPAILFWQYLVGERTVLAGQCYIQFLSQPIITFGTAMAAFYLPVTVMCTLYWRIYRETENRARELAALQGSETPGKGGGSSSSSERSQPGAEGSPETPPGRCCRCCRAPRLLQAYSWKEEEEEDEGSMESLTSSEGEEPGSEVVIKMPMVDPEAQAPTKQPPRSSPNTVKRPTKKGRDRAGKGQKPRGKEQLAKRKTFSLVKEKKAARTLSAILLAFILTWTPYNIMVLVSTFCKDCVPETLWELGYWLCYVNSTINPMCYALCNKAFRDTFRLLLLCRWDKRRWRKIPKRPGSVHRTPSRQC
TAAR1 agonist = human TAAR1 agonism; Q96RJ0; CHO RD-HGA16 TAAR1, Fluo-8 calcium fluorescence; vehicle wells 0%, saturating PEA agonist 100%; AID 624467; 360,000 compounds, 0.99% hits; activation, % at 3 µM;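 active means activation above the mean activation of all test compounds in the run plus 3 SD, cut at about 38% in these data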
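System: CHO-derived RD-HGA16 cells with stable Gα16 and human TAAR1. Times: 17-24 h plating, Fluo-8 75 min 37 °C, 30 min RT. Measured by: calcium-sensitive Fluo-8 signal, excitation 470-495, emission 515-575 nm. Read-out basis: % activation relative to PEA EC100 response. Control set: DMSO and PEA EC100. Repeats: no replicates (n 1).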
OXTR potentiator = human OXTR potentiation. AID 2445. activation, % at 3 µM. 320,000 compounds, 0.061% hits. CHO-OTR cells, Fluo-8 calcium fluorescence, potentiator mode; 0% = oxytocin EC15, 100% = EC100;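 active means activation above that plate's cutoff, the mean activation of tested compounds plus 3 SD, cut at about 6.6% in these data, passing the limit was not always enough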;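 further: 100% uses oxytocin at 75 nM as the full agonist control; some results filed as inactive read as strong as hits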
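Measured by – Fluo-8 calcium dye fluorescence · Test system – human OTR in CHO cells · Dosing – one concentration, 3.0 µM compound · Controls – EC15 oxytocin alone as 0%, 75 nM oxytocin as 100% · Evaluation – normalized max/min fluorescence ratio, % activation · Timing – 6 min pre-incubation, 100 s read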
CHO-K1 Ca PAM = counter-screen for M1 PAMs: effect in parental CHO-K1 cells. 360,000 compounds, 0.02% hits. activation, % at 3 µM. ATP EC20, Fluo-8 calcium fluorescence; 0% at ATP EC20, 100% at ATP max;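 active means activation above the run cutoff, the mean activation of all test compounds plus 3 SD, cut at about 40% in these data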;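 further: peak over basal fluorescence ratio in a 140 s read after ATP addition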
V1R ag counter = counter-screen for oxytocin receptor agonists: human V1a receptor agonists. 320,000 compounds, 0.25% hits. CHO-V1R cells, Fluo-8 calcium fluorescence, agonist mode; 0% DMSO, 100% 3 nM vasopressin. P37288. activation, % at 3 µM;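 active means activation above the mean activation of all tested compounds plus 3 SD, per screening run, cut at about 20% in these data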;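 further: signal is peak over basal fluorescence ratio across a 100 second FLIPR read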
CHO-K1 Ca antag = M1 antagonist counterscreen hit in parental CHO-K1 cells; 360,000 compounds, 0.6% hits; ATP-induced calcium, Fluo-8 fluorescence; inhibition, % at 3 µM;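 active means inhibition above a per-plate cutoff, the plate's mean sample inhibition plus 3 SD, cut at about 24% in these data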;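 further: 0% = DMSO plus EC80 ATP and 100% = DMSO alone without ATP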
M1 ag parental = M1 agonist counterscreen hit in parental CHO-K1 cells | AID 602248 | 360,000 compounds, 0.48% hits | activation, % at 3 µM | Fluo-8 calcium fluorescence; scaled to maximal ATP response, vehicle zero; in the data active means activation above about 15%;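 further: untransfected CHO-K1 host cells lacking M1 receptor as counterscreen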
Numbers without * were called inactive; . = no result given.

#	smiles	CHO parental Ca	TAAR1 antagonist	M1 ag	TAAR1 agonist	OXTR potentiator
1	Cc1c(NC(=O)COc2c(F)c(F)c(F)c(F)c2F)c(=O)n(-c2ccccc2)n1C	-3	-23	-8	8	3
2	CCN(Cc1ccccc1)C(c1cccc(C#N)c1)c1nnnn1C(C)(C)C (configuration not stated)	-25	30	-9	25	-7
3	Cc1ccc(-c2cc(C(=O)N3CCN(C(=O)c4ccco4)CC3)no2)cc1	-19	3	-1	4	-3
4	COc1ccc(CCNC(=O)c2ccccc2NC(=O)C2=C(C)OCCS2)c(OC)c1	-8	22	3	9	-3
5	O=C(COC(=O)CNC(=O)c1sc2ccccc2c1Cl)NC1CCS(=O)(=O)C1 (configuration not stated)	-4	-27	-4	2	-11
6	CCC1CCCCN1S(=O)(=O)c1ccc2c(c1)CCN2C(=O)C1CCC1 (configuration not stated)	16	26	-3	10	-19
7	COc1ccc(NC(=O)C(CCSC)NC(N)=O)cc1Cl (configuration not stated)	-6	-9	-5	4	-5
8	CSc1ccccc1C(=O)NC1CCCCC1	-6	1	-8	3	-4
9	O=C(CCc1nnc(CCCCc2ccccc2)o1)N1CCC(N2CCCC2)CC1	-8	11	-12	2	-4
10	O=C1NC(=O)C(=C2CCCCCC2)S1	15	2	-9	1	-4
11	C=CCc1ccccc1OCC(=O)N/N=C/c1ccc(OC(C)=O)cc1OC(C)=O	-5	5	1	4	-6
12	COc1cc2c(cc1NC(=O)C(C)Sc1ccc(NC(C)=O)cc1)oc1ccccc12 (configuration not stated)	19	50*	1	9	-8

#	CHO-K1 Ca PAM	V1R ag counter	CHO-K1 Ca antag	M1 ag parental
1	-9	-0.2	0	-0.1
2	15	-0.6	-22	0.3
3	-7	0.8	-19	2.0
4	1	6.7	-5	3.8
5	16	-0.6	-9	1.9
6	5	1.2	-8	1.8
7	8	0.4	-7	-0.1
8	1	-0.5	-11	0.1
9	3	-0.4	-1	0.1
10	16	1.2	-2	0.6
11	-4	2.3	6	1.1
12	5	7.6	10	13

The listing continues:
#	smiles	CHO parental Ca	TAAR1 antagonist	M1 ag	TAAR1 agonist	OXTR potentiator
13	O=C(OCC(=O)c1ccccc1Cl)c1cnccn1	-1	8	2	2	8
14	Cc1c(C(=O)N2CCN(S(=O)(=O)c3cccs3)CC2)oc2ccc(F)cc12	-1	13	0	2	-9
15	Cc1ccc(NC(=O)COC(=O)c2csc3c2CCC(C)C3)cc1S(=O)(=O)N1CCCCC1 (configuration not stated)	-8	17	-2	0	-8
16	CN1CCN(S(=O)(=O)c2cccc(C(=O)N(C)C(c3ccccc3)c3ccccc3)c2)CC1	-14	4	-7	0	0
17	COCCSc1nnc(NC(=O)c2ccc([N+](=O)[O-])cc2)s1	3	13	-3	9	3
18	c1csc(CNc2ncnc3ccc(-c4ccc5c(c4)OCO5)cc23)c1	-33	-8	-3	9	1
19	CCOC(=O)c1sc(NC(=O)C2CCC2)cc1C	-8	-11	-7	0	-4
20	CCn1cc(C2=NC(CC(C)C)CO2)c2ccccc21 (configuration not stated)	-24	-9	-6	4	-3
21	O=C(COc1ccccc1)NCc1ccccc1	1	-11	-2	1	0
22	CC(C)Cc1nc(N2CCC(C(N)=O)CC2)c2nnn(Cc3ccccc3)c2n1	-12	3	-4	20	0
23	COc1cccc(-c2nn3c(-c4ccccn4)nnc3s2)c1	-13	15	-4	9	7
24	Cc1ccccc1CCNC(=O)CCn1ccc2cc(S(=O)(=O)N3CCCC3)ccc21	-23	-3	-2	44*	-8

#	CHO-K1 Ca PAM	V1R ag counter	CHO-K1 Ca antag	M1 ag parental
13	12	-0.3	-6	0.5
14	6	0.6	-13	-0.1
15	9	1.1	-1	0.2
16	14	0.1	-6	1.4
17	-8	1.0	-5	-0.3
18	14	-1.3	2	-0.9
19	-9	-1.4	26*	-0.5
20	18	-0.1	-7	1.6
21	5	0.3	-1	0.3
22	8	0.3	-7	-0.2
23	-7	-1.3	20	1.1
24	-1	0.2	1	3.3

Two of these compounds in a different format.
no.	smiles	CHO parental Ca	TAAR1 antagonist	M1 ag	TAAR1 agonist	OXTR potentiator	CHO-K1 Ca PAM	V1R ag counter	CHO-K1 Ca antag	M1 ag parental
21	O=C(COc1ccccc1)NCc1ccccc1	1	-11	-2	1	0	5	0.3	-1	0.3
22	CC(C)Cc1nc(N2CCC(C(N)=O)CC2)c2nnn(Cc3ccccc3)c2n1	-12	3	-4	20	0	8	0.3	-7	-0.2

(continued)
#	smiles	CHO parental Ca	TAAR1 antagonist	M1 ag	TAAR1 agonist	OXTR potentiator
25	COC(=O)/C=C/COc1ccccc1[N+](=O)[O-]	-5	-4	-5	0	-2
26	CCC(C)NCCCOc1cc(Cl)ccc1Cl (configuration not stated)	-25	5	-4	14	-1
27	CCCNC(=O)c1cc2c3ccccc3n(C)c2s1	-19	2	-2	10	-2
28	O=C(NC1CCCCC1)C(c1ccccc1)N1CCCC1 (configuration not stated)	0	3	-6	1	-7
29	CN(C)N1C(=O)CC(N2CCCC2)C1=O (configuration not stated)	-1	8	-5	0	-20
30	Cc1ccc(S(=O)(=O)NNC(=S)NC(=O)c2ccc([N+](=O)[O-])cc2)cc1	-6	-24	-3	2	0
31	COc1ccccc1NC(=O)COC(=O)c1cc(C)nc2ccccc12	-24	20	-3	7	-9
32	Cc1nc(CCNC(=O)CC2C(=O)NCCN2CC(C)(C)C)nc2c1CCC2 (configuration not stated)	-3	5	-3	0	-6
33	Cc1ccc(NC(=O)CN(C)C(=O)COc2ccc(C(=O)c3ccc(F)cc3)cc2)cc1	-4	10	-6	6	-8
34	CCCCOC(=O)CSC1=C(C#N)C(c2ccc3c(c2)OCO3)CC(=O)N1 (configuration not stated)	-23	-11	-5	-2	-9
35	c1ccc2cc(OCCCn3ccnc3)ccc2c1	11	10	-2	2	-4
36	Cc1cccc(C(=O)NNC(=O)c2n[nH]c(=O)c3ccccc23)c1C	-19	1	-3	-1	-9

#	CHO-K1 Ca PAM	V1R ag counter	CHO-K1 Ca antag	M1 ag parental
25	11	0.2	-15	0.2
26	4	2.0	9	0.5
27	-4	-1.1	8	-0.2
28	4	-0.3	-3	0.3
29	16	-0.2	-11	0.3
30	-15	-0.4	15	-0.7
31	-11	2.9	-15	3.9
32	-11	-0.5	-5	0.4
33	25	3.6	-10	6.0
34	11	3.2	-1	0.1
35	-4	5.4	9	2.5
36	12	0.6	-17	0.2

New compounds follow.
#	smiles	CHO parental Ca	TAAR1 antagonist	M1 ag	TAAR1 agonist	OXTR potentiator
37	C/C(CC(=O)Nc1cccnc1)=N\NC(=O)c1ccc([N+](=O)[O-])c(Cl)c1	0	1	0	0	-4
38	Cc1ccc(N/C=C/C(=O)c2sc(-c3ccccc3)nc2C)cc1	-22	-8	-2	8	-9
39	C=CCOC(=O)C1=C(C)NC(SCC(N)=O)=C(C#N)C1c1cccs1 (configuration not stated)	-11	8	-6	0	-3
40	CN(C(=O)c1ccc(NC(=O)Cc2cccc(NC(=O)C3CCCN(C(=O)C4CCC4)C3)c2)cc1)C1CCCC1 (configuration not stated)	-22	13	-7	0	3
41	O=C1/C(=C/c2cccc([N+](=O)[O-])c2)Oc2cc(O)ccc21	1	2	4	10	-20
42	COc1ccc(Cl)cc1S(=O)(=O)NC(C)C(=O)NCc1ccccn1 (configuration not stated)	-14	-7	-2	2	1
43	CC1CC(C)CN(CCCNC(=O)C2CCCN(c3nnc(N4CCCC4=O)s3)C2)C1 (configuration not stated)	-10	6	-5	2	-5
44	CNC(C)C(=O)NC(C(=O)NC(C(=O)Nc1cccc2ccccc12)C(C)C)C(C)C (configuration not stated)	.	1	-2	5	.
45	Cc1cc(N2CCN(Cc3ccc4c(c3)OCO4)CC2)n2ncnc2n1	-18	7	-7	3	-8
46	O=C(C1CCCCN1S(=O)(=O)c1ccccc1[N+](=O)[O-])N1CCOCC1 (configuration not stated)	-13	-13	-2	2	4
47	CCOC(=O)CNC(=O)c1sc2ncnc(N3CCc4ccccc4C3)c2c1C	-21	.	-8	.	-8
48	COC(=O)c1ccccc1-c1cn(C)c2ccccc2c1=O	-8	-11	-5	4	-1

#	CHO-K1 Ca PAM	V1R ag counter	CHO-K1 Ca antag	M1 ag parental
37	-8	-0.9	5	-0.1
38	9	1.2	-4	1.7
39	-1	-0.1	1	0.5
40	17	-0.8	-10	0.3
41	-9	12	3	3.7
42	8	1.0	-13	2.3
43	11	-0.6	-4	0.5
44	-11	.	8	0.0
45	24	2.4	-19	2.3
46	9	0.5	-10	0.6
47	19	1.6	-26	5.0
48	9	-0.3	6	3.3

Quoted from above, compounds 40–43
#	smiles	CHO parental Ca	TAAR1 antagonist	M1 ag	TAAR1 agonist	OXTR potentiator
40	CN(C(=O)c1ccc(NC(=O)Cc2cccc(NC(=O)C3CCCN(C(=O)C4CCC4)C3)c2)cc1)C1CCCC1 (configuration not stated)	-22	13	-7	0	3
41	O=C1/C(=C/c2cccc([N+](=O)[O-])c2)Oc2cc(O)ccc21	1	2	4	10	-20
42	COc1ccc(Cl)cc1S(=O)(=O)NC(C)C(=O)NCc1ccccn1 (configuration not stated)	-14	-7	-2	2	1
43	CC1CC(C)CN(CCCNC(=O)C2CCCN(c3nnc(N4CCCC4=O)s3)C2)C1 (configuration not stated)	-10	6	-5	2	-5

#	CHO-K1 Ca PAM	V1R ag counter	CHO-K1 Ca antag	M1 ag parental
40	17	-0.8	-10	0.3
41	-9	12	3	3.7
42	8	1.0	-13	2.3
43	11	-0.6	-4	0.5

(listing goes on)
#	smiles	CHO parental Ca	TAAR1 antagonist	M1 ag	TAAR1 agonist	OXTR potentiator
49	c1cc(CNC2=NCCCCC2)ccn1	-14	-11	-5	0	-12
50	Cn1cc(/C=C/c2cc[n+](C)cc2)c2cc(Cl)ccc21	-5	-4	-7	6	-8
51	O=C(NCCc1ccc(F)cc1)C(=O)NCC1CCCN1S(=O)(=O)c1cccs1 (configuration not stated)	-20	61*	1	33	-8
52	Cc1ccc(-n2c(SCC(=O)Nc3nccs3)nc3c(c2=O)SCC3)cc1	-11	-5	0	4	-3
53	Cn1nc(C(=O)NC2CCCCC2)c2ccccc2c1=O	-2	1	-4	14	-2

#	CHO-K1 Ca PAM	V1R ag counter	CHO-K1 Ca antag	M1 ag parental
49	19	1.0	-7	0.1
50	27	2.5	-25	1.3
51	2	1.1	22	4.0
52	8	0.1	-11	0.1
53	15	-1.1	4	3.4
